# Screening results: PubChem BioAssay, several laboratories
# LAP4 TOR yeast: yeast TOR pathway LAP4-GFP modulation | S. cerevisiae LAP4-GFP multiplex, flow cytometry GFP, 3 h; median GFP as percent of DMSO wells | GFP response vs DMSO, % at 10 µM | 320,000 compounds, 0.34% hits;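 active = GFP response vs DMSO above a set limit, about the screen mean plus 3 SD, cut at about 150% in these data; inconclusive = under 70 cell events counted for the yeast strain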
# JMJD2C inh: blocks human GASC-1 demethylase activity | GST-JMJD2C(1-420) H3K9me3 demethylation, DELFIA europium | Q9H3R0 | inhibition, % at 2.35 µM | AID 2099 | 330,000 compounds, 0.069% hits;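 active = more than half of a compound's replicate wells show inhibition beyond 50%, single wells judged on their own value; inconclusive = some, but no more than half, of replicates pass 50% inhibition; inactive = no replicate passes 50% inhibition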;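 also: signal counts dimethyl H3K9 product captured on neutravidin plate; 0% = median of DMSO wells and 100% = 0.3 times that DMSO median; strong numbers were not always called active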
# Target sequence (Q9H3R0 1-420 limits assumed): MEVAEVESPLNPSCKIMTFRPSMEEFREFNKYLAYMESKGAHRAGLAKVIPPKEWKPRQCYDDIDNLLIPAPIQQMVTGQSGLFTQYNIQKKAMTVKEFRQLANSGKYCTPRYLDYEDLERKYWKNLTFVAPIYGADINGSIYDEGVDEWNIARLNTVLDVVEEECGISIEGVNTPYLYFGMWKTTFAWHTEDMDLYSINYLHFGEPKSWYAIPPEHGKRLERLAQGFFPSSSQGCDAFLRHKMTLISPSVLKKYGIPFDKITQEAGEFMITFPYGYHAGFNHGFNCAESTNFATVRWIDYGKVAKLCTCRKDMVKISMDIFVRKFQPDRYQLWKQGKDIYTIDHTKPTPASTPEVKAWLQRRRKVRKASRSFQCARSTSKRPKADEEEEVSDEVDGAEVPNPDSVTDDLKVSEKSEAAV
# proCasp3 act: activates human procaspase-3; P42574; recombinant procaspase-3 D3A, Ac-DEVD-pNA absorbance 405 nm; activation, % at 8.5 µM; 330,000 compounds, 0.11% hits; AID 463141;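 active = activation above the mean of all tested compounds plus 3 SD, cut at about 21% in these data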;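 also: 0% = DMSO alone and 100% = DMSO wells spiked with extra 5 µM PC-3 D3A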
# Target sequence (P42574 whole entry D9A/D28A/D175A): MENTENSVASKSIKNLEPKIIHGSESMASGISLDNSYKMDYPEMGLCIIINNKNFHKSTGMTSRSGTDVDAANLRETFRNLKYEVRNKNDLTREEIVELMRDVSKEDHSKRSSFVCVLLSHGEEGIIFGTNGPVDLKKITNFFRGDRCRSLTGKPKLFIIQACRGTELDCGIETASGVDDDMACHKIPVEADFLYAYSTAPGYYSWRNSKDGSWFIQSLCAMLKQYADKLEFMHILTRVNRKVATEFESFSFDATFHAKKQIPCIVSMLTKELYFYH
#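 Compound: 8.5 µM single point, 0.8% DMSO / Material: Autoprocessing-dead procaspase-3 D3A mutant enzyme / Timing: 1 h preincubation plus 2 h reaction at 25 °C / Medium: Zinc-free HEPES/NaCl buffer with 0.01% Triton X-100 at pH 7.4 / Technique: 405 nm absorbance of p-nitroaniline, reads at 0 and 120 min / Repeats: one well per compound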
# procasp7 counter: counter-screen: procaspase-7 (human) activation; P55210; recombinant procaspase-7, Ac-DEVD-pNA absorbance 405 nm; D23A/D198A/D206A triple mutant, cannot self-cleave; scale: DMSO 0, 5 µM enzyme 100; activation, % at 8.5 µM; 330,000 compounds, 0.093% hits;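 active = percent activation above the screen-wide mean plus 3 SD, cut at about 25% in these data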
# Target sequence (P55210 whole entry D23A/D198A/D206A): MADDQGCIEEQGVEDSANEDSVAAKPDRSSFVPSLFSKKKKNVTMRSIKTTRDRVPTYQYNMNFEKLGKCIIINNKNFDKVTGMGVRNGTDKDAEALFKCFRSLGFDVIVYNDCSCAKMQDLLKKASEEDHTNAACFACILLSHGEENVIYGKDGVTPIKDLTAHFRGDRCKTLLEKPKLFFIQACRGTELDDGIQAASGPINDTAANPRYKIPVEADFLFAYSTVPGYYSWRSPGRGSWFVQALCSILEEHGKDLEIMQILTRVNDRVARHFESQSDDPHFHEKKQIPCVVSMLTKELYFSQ
#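 signal = Epi-absorbance of released pNA at 405 nm, two timepoints | assay system = Uncleavable procaspase-7 mutant enzyme | reagent = Ac-DEVD-pNA substrate, 400 µM as added | times = 1 h enzyme–compound preincubation and 2 h substrate reaction, both 25 °C | benchmarks = low DMSO alone, high DMSO plus 5 µM PC-7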
# Yeast superoxide: lowers age-related superoxide in aged yeast cells; S. cerevisiae aged cells, superoxide DHE fluorescence; stronger effect = lower value; superoxide response (% of plate mean), % at 10 µM; 330,000 compounds, 0.18% hits; AID 2690;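 active = superoxide response under a set limit, about three screen SD below normal, cut at about 65% in these data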;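 also: yeast aged for seven days with compound at 30 °C before DHE staining; 100% = average MFI of all compound-treated wells on the plate with controls excluded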
# MEP2 TOR yeast: alters MEP2-GFP fluorescence in TOR pathway yeast screen; S. cerevisiae MEP2-GFP strain, flow cytometry GFP, 3 h; 100% = DMSO control level; GFP response vs DMSO, % at 10 µM; 330,000 compounds, 0.51% hits;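 active = GFP response versus DMSO above a set limit, roughly screen mean plus 3 SD, cut at about 180% in these data; inconclusive = fewer than 70 cells counted for a yeast strain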;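 also: median GFP fluorescence of the barcode-gated MEP2-GFP cells per well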
# AHR activator: activates the human aryl hydrocarbon receptor. P35869. AHR-responsive luciferase reporter cells, luminescence. activation, % at 5 µM. 320,000 compounds, 2.5% hits; in the data active = activation above about 47%;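 also: 0% = vehicle wells and 100% = reference agonist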
# RPL19A TOR yeast: modulators of TOR pathway RPL19A-GFP in S. cerevisiae; S. cerevisiae RPL19A-GFP strain, flow cytometry, 3 h; stronger effect = lower value; percent response vs DMSO, % at 10 µM; 330,000 compounds, 0.3% hits; AID 2025;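 active = percent response vs DMSO below 50%; inconclusive = fewer than 70 events counted for the yeast strain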;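 also: median channel GFP fluorescence of the barcoded RPL19A-GFP strain; ratio of sample median GFP to plate DMSO average so 100% = DMSO; lower means less RPL19A-GFP as with rapamycin TOR inhibition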
# Numbers without * were called inactive; ? = inconclusive; nt = not tested or not shown.
compound	LAP4 TOR yeast	JMJD2C inh	proCasp3 act	procasp7 counter	Yeast superoxide	MEP2 TOR yeast	AHR activator	RPL19A TOR yeast
COc1ccc(CCNC(=O)COC(=O)Cc2cccc3ccccc23)cc1	83.0	2.8	16.4	9.2	101.8	104.5	0.3	97.1
COCC(C)n1c(SC(C)C(=O)NC2CCCCC2C)nc2ccccc2c1=O (stereo not drawn)	79.2	33.3	-1.2	2.9	95.0	104.4	-0.3	110.1
CS(=O)(=O)c1ccc(C(=O)Nc2cc(-c3ccccc3)nn2-c2ccccc2)cc1	97.8	4.4	3.0	8.4	96.3	95.7	0.4	98.6
COc1cccc(-c2nc(-c3ccc4c(c3)-c3ccccc3S4(=O)=O)c(-c3ccccc3)[nH]2)c1OC	120.9	-2.0	1.4	13.2	103.2	110.0	14.8	103.8
Cc1ccccc1S(=O)(=O)Cc1ccc(C(=O)NCc2ccc(F)cc2)o1	99.7	2.1	2.0	5.3	106.7	99.7	0.5	102.0
Cc1ccc(/C=N/NC(=O)c2ccc(Cn3cc([N+](=O)[O-])cn3)o2)cc1	94.5	-4.7	-1.5	-3.2	101.9	103.5	30.9	104.2
CCOC(=O)N1CCN(C(=O)CCNS(=O)(=O)c2ccc3c(c2)c(=O)n(C)c(=O)n3C)CC1	103.9	-4.0	-7.5	0.2	95.7	97.7	-0.3	98.6
Cc1onc(-c2ccccc2)c1C(=O)Nc1nnc(CC(C)(C)C)s1	93.4	8.3	-2.9	6.2	105.6	76.7	0.2	96.5
COC(C/C=C\C(=O)COCc1ccccc1)OC	nt	6.1	-4.1	0.5	nt	nt	0.2	nt
CCOC(=O)C(NC(=O)CC)(Nc1ccc(S(=O)(=O)Nc2ncccn2)cc1)C(F)(F)F (stereo not drawn)	101.8	-12.9	-5.8	-8.1	101.2	104.1	4.2	101.4
COc1ccc(NC(=S)NCCc2c[nH]c3ccccc23)cc1	91.5	-0.4	-1.2	-7.3	111.4	101.1	-1.2	100.4
CCCCC(NC(=O)c1ccc(C#N)cc1)C(=O)NCCC (stereo not drawn)	106.5	5.3	4.2	6.8	85.0	101.5	1.3	97.7
COc1ccc(-c2cc(C(=O)NC3CC3)c3ccccc3n2)cc1	116.8	-5.6	-3.1	3.2	92.2	104.7	16.1	105.1
Cc1csc2ncc(C(=O)Nc3ccccc3F)c(=O)n12	107.4	-19.9	7.9	11.2	101.5	96.8	59.9*	105.1
COc1cc2cc(C[C@H](C)O)oc(=O)c2cc1OC	89.7	-0.9	-4.8	3.6	93.4	93.8	1.3	94.0
CCOc1cc(/C=N\Nc2nc(Nc3ccccc3)nc(N3CCOCC3)n2)ccc1OC(=O)c1ccco1	87.3	-4.7	2.2	1.4	92.5	107.2	24.4	99.1
Cc1ccc(CNC(=O)CCCOc2cc(=O)n(C)c3ccccc23)o1	100.4	-21.1	-8.4	1.9	93.5	107.1	0.1	97.2
Cc1ccc(C(=O)Nc2nccs2)cc1S(=O)(=O)N1CCCCC1	103.2	4.0	1.6	8.3	115.6	102.2	15.7	107.1
COc1cccc(C(=O)Nc2sc3c(c2C#N)CCN(C(C)=O)C3)c1	103.1	2.8	-10.7	-10.9	105.5	103.9	-3.4	114.0
CC(=O)c1cccc(NS(=O)(=O)c2ccc(N/C=C/C(=O)c3ccc(F)cc3)cc2)c1	99.2	-1.5	-0.2	2.2	100.8	108.5	27.4	102.8

# Of the compounds above, four have fluorine:
compound	LAP4 TOR yeast	JMJD2C inh	proCasp3 act	procasp7 counter	Yeast superoxide	MEP2 TOR yeast	AHR activator	RPL19A TOR yeast
Cc1ccccc1S(=O)(=O)Cc1ccc(C(=O)NCc2ccc(F)cc2)o1	99.7	2.1	2.0	5.3	106.7	99.7	0.5	102.0
CCOC(=O)C(NC(=O)CC)(Nc1ccc(S(=O)(=O)Nc2ncccn2)cc1)C(F)(F)F (stereo not drawn)	101.8	-12.9	-5.8	-8.1	101.2	104.1	4.2	101.4
Cc1csc2ncc(C(=O)Nc3ccccc3F)c(=O)n12	107.4	-19.9	7.9	11.2	101.5	96.8	59.9*	105.1
CC(=O)c1cccc(NS(=O)(=O)c2ccc(N/C=C/C(=O)c3ccc(F)cc3)cc2)c1	99.2	-1.5	-0.2	2.2	100.8	108.5	27.4	102.8

# New compounds follow
compound	LAP4 TOR yeast	JMJD2C inh	proCasp3 act	procasp7 counter	Yeast superoxide	MEP2 TOR yeast	AHR activator	RPL19A TOR yeast
Cc1nc(S(=O)(=O)NC2CCCCC2)c(C#N)c(C)c1Cl	87.2	20.3	6.6	-4.6	97.0	92.3	0.0	103.0
Cc1ccc(Nc2ncnc(-n3cccc3)n2)cc1Cl	103.8	1.2	-4.9	7.8	95.2	103.8	57.9*	102.6
COCCCN1CC(=O)N2C(c3cccc(OC)c3OC)c3[nH]c4ccccc4c3C[C@H]2C1=O (stereo partly drawn)	93.1	6.8	7.2	8.7	97.5	105.2	4.2	102.3
CC(C)(C)CNc1cc(N2CCOCC2)ccc1[N+](=O)[O-]	90.8	8.2	0.7	-15.5	110.4	92.9	8.6	101.2
CN(C(=O)COC(=O)c1cccs1)c1c(N)n(Cc2ccccc2)c(=O)[nH]c1=O	109.1	-5.8	0.8	2.4	91.7	108.1	2.0	108.6
CCCCN(CC)C(=O)c1cc2c(=O)[nH]c3ccc(C)cc3c2s1	113.8	0.8	nt	nt	100.9	105.3	nt	105.2
O=C(NNC(=S)Nc1ccccc1)C1CC1	96.8	-0.3	8.5	-2.7	96.3	98.2	1.2	100.4
CC1(C)C/C(=N\O)C(C(O)c2cccc([N+](=O)[O-])c2)C(C)(C)N1 (stereo not drawn)	111.5	8.2	-3.3	-3.5	95.8	103.3	-2.3	101.2
CN(C)c1ccc(-c2nnc(-c3ccc(S(=O)(=O)C(F)F)cc3)o2)cc1	93.9	-4.9	2.4	0.6	105.7	103.5	14.7	93.4
CCCCCC(C)NC(=S)NC(=O)c1cc(S(=O)(=O)N2CCOCC2)ccc1C (stereo not drawn)	83.5	8.6	1.1	3.6	98.0	93.4	-0.5	100.4
CCCCn1c(N)c(N(CCOC)C(=O)c2cc(S(=O)(=O)N3CCCCC3)ccc2Cl)c(=O)[nH]c1=O	84.7	6.3	4.0	-2.6	121.6	87.5	-1.7	90.2
O=C(CN1CCN(S(=O)(=O)N2CCOCC2)CC1)Nc1ccc(Cl)c(Cl)c1	86.4	5.8	11.3	-6.6	99.7	97.7	-0.2	101.2
COC(=O)C(O)(CC(=O)Nc1cccc(SC)c1)C(F)(F)F (stereo not drawn)	100.4	?	-1.4	-1.6	102.2	99.8	-1.4	99.1
CCn1cc(/C=C/c2cc[n+](C)cc2)c2ccccc21	119.7	-45.8	-7.1	-14.7	73.6	159.4	1.8	111.2
COc1ccc(CNC(=O)CCN2C(=O)c3ccccc3S2(=O)=O)cc1	100.5	-1.4	-9.3	8.3	89.0	101.0	-0.7	96.6
O=C(COC(=O)c1cnccn1)NCCc1ccccc1	95.7	1.6	-2.6	-1.5	93.2	100.8	0.8	101.7
O=C(COC(=O)c1nc(Cl)ccc1Cl)NCCc1ccccc1	103.9	32.3	-4.1	-1.0	102.3	100.3	3.4	100.8
CCOC(=O)c1cc2occc2n1CC(=O)NC1CCCCC1C (stereo not drawn)	99.9	2.4	-6.8	-30.0	90.8	97.2	0.6	96.6
CCOC(=O)CSC1=N/C(=C\c2cccnc2)C(=O)N1c1ccc(OC)cc1	93.7	2.4	-3.8	-10.8	116.0	98.8	-1.0	103.2
C=CCNC(=O)CN1C(=O)C2C3c4ccccc4C(c4ccccc43)C2C1=O (stereo not drawn)	104.3	-0.4	0.6	7.9	77.1	66.7	-1.0	97.3

# Continuation.
compound	LAP4 TOR yeast	JMJD2C inh	proCasp3 act	procasp7 counter	Yeast superoxide	MEP2 TOR yeast	AHR activator	RPL19A TOR yeast
COc1ccc(C(CNC(=O)c2cccc(NS(=O)(=O)c3ccc(C)c(F)c3)c2)N(C)C)cc1 (stereo not drawn)	98.4	-1.2	9.2	-3.3	95.4	100.9	-0.3	99.2
CC(=O)Nc1cc(C(=O)N2CCCC2)ccc1Sc1ccc(Cl)cc1	100.1	-6.9	6.1	4.4	87.7	101.9	0.8	102.1
CCOc1ccc(OCc2ccc(C(=O)Nc3cccc(C)n3)o2)cc1	114.6	-9.2	10.5	11.4	82.9	93.6	5.8	95.3
COc1ccc(-n2c(SC(C)C(=O)Nc3ncc(Cl)cc3Cl)nc3ccccc32)cc1 (stereo not drawn)	100.0	-1.6	-8.9	2.8	97.6	99.0	1.8	98.8
CC(=O)NCc1ccc(C(=O)COC(=O)COc2ccc(Cl)c(C)c2)s1	111.6	-0.1	7.9	-1.5	115.4	100.2	-0.4	97.1
COc1ccccc1C1=NOC(C)(c2sc(-c3ccccc3)nc2C)C1 (stereo not drawn)	108.7	8.3	12.2	1.8	98.2	110.7	-1.2	102.3
COc1c(O)cnn(-c2ccccc2)c1=O	101.7	8.9	0.1	-3.3	94.5	102.8	2.8	103.5
CC(C)c1nc2sc3c(NCc4ccco4)ncnc3c2c2c1COC(C)(C)C2	98.9	19.6	-7.8	-3.5	91.7	102.7	-5.3	97.0
Clc1ccc(Cn2ncc3c(NCc4cccnc4)ncnc32)cc1	99.5	6.9	5.5	3.0	105.0	109.3	10.4	98.1
Cc1ccsc1/C=N/NC(=O)CSCc1ccc(Cl)cc1	98.6	-5.7	-6.7	7.9	96.9	96.9	9.8	95.3
Cc1nc(N2CCCCC2C)c2c(C)c(C(=O)Nc3cccc(C(F)(F)F)c3)sc2n1 (stereo not drawn)	97.0	-2.7	11.1	4.0	95.7	97.7	-0.8	106.6
Cc1ccc(N/C=C(\C#N)c2ccc(OCCCF)cc2)cc1	87.5	-23.7	3.8	0.8	104.5	97.9	53.5*	97.7
CCOC(=O)c1c(C)[nH]c(C)c1S(=O)(=O)N1CCN(c2ccc(F)cc2)CC1	93.2	3.2	2.8	7.4	90.6	97.5	4.9	101.8
O=c1[nH]c2cc3c(cc2cc1C(c1nnnn1CC1CCCO1)N1CCCC1)OCO3 (stereo not drawn)	99.3	8.9	1.1	3.2	95.4	104.6	2.9	96.5
CC(C)(C)CC(=O)NC(=S)N1CCCCCC1	86.9	4.0	-3.5	-4.4	104.7	101.7	0.6	96.8
CCOC(=O)c1ccc(N2C(=O)c3n[nH]c(C)c3C2c2cccnc2)cc1 (stereo not drawn)	100.9	-13.2	7.5	6.0	94.7	109.1	-1.0	102.4
O=C1NC(=O)/C(=C/c2ccc(N3CCOCC3)o2)N1	107.3	0.3	-14.5	-3.7	105.7	98.8	-2.0	100.6
CN(C)CCC1c2ccc(Cl)cc2CCc2cccnc21 (stereo not drawn) (tested in a mixture with another compound)	109.1	-5.3	0.0	13.2	94.6	117.2	21.1	105.4
